# From PubChem
# SENP7 block: inhibitors of human SENP7 protease | 1.5% of 330,000 active | Q9BQF6 | inhibition, % at 5 µM | recombinant SENP7, Z-RLRGG-aminoluciferin luminescence, 40 min;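 active = inhibition above about 50% at the single test dose, limit read from the data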;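 also: plate controls were DMSO with enzyme for no effect and no enzyme buffer wells for full effect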
# GRIN3A LBD mod: modulates the human NR3A ligand-binding domain | Tm shift relative to glycine control, % at 25 µM | NR3A LBD differential scanning fluorimetry, Tm shift; 0% = protein alone, 100% = glycine-bound protein | 2.5% of 340,000 active;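 active = melting temperature shift of at least 10% of the positive control shift, at one fixed dose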
# SENP8 block: blocks human SENP8 cleavage of Nedd8 substrate | inhibition, % at 20 µM | AID 602440 | Q96LD8 | 0.64% of 360,000 active | recombinant SENP8, Nedd8 substrate fluorescence; in the data active = inhibition mostly above about 40%, no sharp cut-off; inactive = mostly below about 27%
# Target sequence (Q96LD8 whole entry, looked up): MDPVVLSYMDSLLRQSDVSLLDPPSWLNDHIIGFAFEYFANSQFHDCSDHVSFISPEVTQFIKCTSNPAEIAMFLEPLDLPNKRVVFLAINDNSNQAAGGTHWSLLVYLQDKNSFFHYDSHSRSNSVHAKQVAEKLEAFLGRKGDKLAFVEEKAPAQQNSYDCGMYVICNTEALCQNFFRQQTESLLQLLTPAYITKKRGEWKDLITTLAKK
# ATG4B inh: blocks human ATG4B protease cleavage of LC3 substrate; Q9Y4P1; inhibition, % at 8.33 µM; 0.51% of 340,000 active; ATG4B cleavage of LC3-PLA2, NBD-HPC fluorescence, 1 h; in the data active = inhibition above about 40%
# HKDC1 inh: inhibitors of human hexokinase HKDC1; Q2TB90; recombinant HKDC1, G6PDH/diaphorase resazurin coupled fluorescence; inhibition, % at 20 µM; 0.16% of 340,000 active;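 active = inhibition above about 35% when tested at 20 µM, limit read from the data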;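 also: plate controls were DMSO wells with enzyme for no effect and DMSO wells lacking enzyme for full effect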
#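 Assay system: in-house recombinant HK5 (HKDC1) enzyme. Input: HKDC1 at 5 µg/mL. Medium: Tris pH 8.0 buffer with MgCl2, Tween-20, BSA, BME. Dosing: single 20 µM dose. Schedule: 90 min reaction incubation at room temperature, dark. Signal: resazurin-to-resorufin fluorescence via G6PDH and diaphorase coupling, 525/613 nm. Controls: DMSO-enzyme wells negative, buffer-substituted wells positive.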
# SENP6 block: SENP6 protease inhibition; Recombinant SENP6 catalytic domain, aminoluciferin luminescence; inhibition, % at 10 µM; 1.8% of 330,000 active; Q9GZR1;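 active = inhibition above about 50% at the single tested dose, limit read from the data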;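 also: plate controls were DMSO wells with enzyme for no effect and DMSO wells lacking enzyme for full effect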
# Target sequence (Q9GZR1 628-1112 limits assumed): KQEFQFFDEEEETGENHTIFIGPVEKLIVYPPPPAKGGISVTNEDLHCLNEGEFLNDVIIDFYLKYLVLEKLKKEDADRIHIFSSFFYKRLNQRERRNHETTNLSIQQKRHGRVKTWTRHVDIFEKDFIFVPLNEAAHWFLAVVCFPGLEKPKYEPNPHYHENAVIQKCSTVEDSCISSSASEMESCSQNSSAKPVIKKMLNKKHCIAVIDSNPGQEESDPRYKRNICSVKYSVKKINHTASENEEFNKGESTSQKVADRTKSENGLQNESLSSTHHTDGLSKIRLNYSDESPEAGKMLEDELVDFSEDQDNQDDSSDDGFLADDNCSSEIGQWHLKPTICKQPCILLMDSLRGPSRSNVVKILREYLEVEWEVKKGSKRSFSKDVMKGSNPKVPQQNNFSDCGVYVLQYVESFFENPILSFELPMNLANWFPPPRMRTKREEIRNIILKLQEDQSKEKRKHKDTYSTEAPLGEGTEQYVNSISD
# MPTP block: blocks calcium-induced mitochondrial swelling | isolated mouse mitochondria, Ca2+ swelling absorbance, 30 min | 1.4% of 360,000 active | inhibition, % at 10 µM;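 active = inhibition of 50% or more, scaled per plate between neutral and stimulator controls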;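 also: 0% = DMSO wells given calcium and 100% = 1 mM EGTA wells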
# PfG6PD inh: PfG6PD (Plasmodium falciparum) enzyme inhibition; inhibition, % at 20 µM; 0.78% of 350,000 active; PfGluPho enzyme, NADPH resazurin-diaphorase fluorescence;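 active = inhibition reaching at least a set limit at 20 µM in the primary screen, cut at about 59% in these data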;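 also: 0% = DMSO wells with substrate and 100% = DMSO wells lacking glucose-6-phosphate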
# Active calls of the source: *; i = inactive; nt = no result given.
SMILES,SENP7 block,GRIN3A LBD mod,SENP8 block,ATG4B inh,HKDC1 inh,SENP6 block,MPTP block,PfG6PD inh
Cc1ccc(S(=O)(=O)Cn2nnnc2C(CC(C)C)N2CCN(C)CC2)cc1 (stereo unspecified),3,2,11,-3,10,-2,1.4,9
Nc1nc(-c2ccco2)nn1C(=O)c1ccc(F)cc1,nt,0,1,-3,-2,nt,0.9,10
O=C1Nc2ccc3sc4ccccc4c3c2C1=O,-9,-6,33,6,11,-8,5.7,2
CCCCn1c(SCC(=O)N2CCOCC2)nnc1-c1ccoc1C,11,3,9,-11,0,-3,-1.0,-3
Cc1cccc(OCCCC(=O)Nc2ccc(S(=O)(=O)Nc3nccs3)cc2)c1C,4,2,4,-7,-3,18,-0.6,-17
CCC(=O)c1ccc(OCC(=O)Nc2cc(S(=O)(=O)N3CCCCC3)ccc2OC)cc1,-7,-1,9,-21,-3,-2,-3.2,11
CCCCn1c(N)c(N(CCOC)C(=O)c2cccc(S(=O)(=O)N3CCCCCC3)c2)c(=O)[nH]c1=O,5,4,-16,-9,-1,-1,-1.6,2
COc1cnc(-c2cccc(C(F)(F)F)c2)nc1OC,-4,0,1,-2,-13,-17,-0.9,12
N/C(=N\OC(=O)C(c1ccccc1)c1ccccc1)c1ccncc1,6,-3,23,-4,-2,-1,2.4,-14
Cc1ccc(Cc2nnc(SCC(=O)Nc3ccc(C)cc3C)[nH]c2=O)cc1,0,-15,13,11,2,5,3.3,-40
Cc1ccc(-c2nnc(Nc3ccc(C(=O)N(C)C)cc3)c3ccccc23)cc1S(N)(=O)=O,-3,1,-245,-14,5,-5,-0.2,5
O=C(NC(=S)N1CCN(c2ccc(F)cc2)CC1)c1cccs1,0,0,5,7,1,2,-0.7,-4
CC(=O)c1cccc(NC(=S)NC(=O)c2ccccc2)c1,-7,-1,31,7,-9,-2,-0.4,-9
CCOc1ccc(CNc2ccc(S(N)(=O)=O)cc2)cc1,-5,0,-5,-3,1,-18,-0.3,-16
O=C(CC1C(=O)NCCN1Cc1ccc(F)cc1Cl)NCc1ccon1 (stereo unspecified),-1,7,-11,20,-3,12,-2.9,7
CCc1ccc(NS(=O)(=O)c2cccc3nsnc23)cc1,4,1,8,-2,-1,3,0.7,-2
COc1cc(OC)cc(-c2nc3ccccc3s2)c1,91*,1,-63,-1,-6,4,-0.5,6
Cc1cccc(NC(=O)C(c2ccccc2Cl)N2CCOCC2)c1 (stereo unspecified),-7,-3,4,-2,-9,-1,-1.0,-8
CCOC(=O)C1CCN(CC(O)COc2ccc(C(C)(C)CC)cc2)CC1 (stereo unspecified),1,-1,6,2,8,6,1.0,-5
CCn1c(SCC(=O)c2ccc3ccccc3c2)nnc1-c1cccs1,10,-1,-39,18,7,5,3.1,22
COc1ccc(N=C2NC(=O)/C(=C\C=C\c3ccccc3)S2)cc1,3,6,1,5,-6,8,-0.2,-8
O=C(COC(=O)CSc1ccc2ccccc2c1Br)NC1CC1,-5,0,13,1,3,-12,4.0,2
CCOC(=O)c1cc2c(=O)n3ccccc3nc2n(Cc2ccccc2)c1=N,-7,1,i,-12,2,-26,-0.2,8
CC(O)CNc1nc2ccccc2n1-c1ncnc2sc3c(c12)CCC3 (stereo unspecified),0,-6,29,21,1,1,32,5
COc1ccc(N2CCN(S(=O)(=O)c3ccc4c(c3)NC(=O)CC(=O)N4)CC2)cc1,0,2,3,2,6,-3,-2.4,-7
c1cc(-c2nnc3n2CCCCC3)ccn1,-4,-2,6,-5,-9,-29,1.7,-4
O=C(COc1ccccc1Cl)NCCCNC(=O)c1cnccn1,-12,1,1,5,-4,-12,-0.2,-9
CC(C)COC(=O)C(C#N)c1nc2ccccc2nc1N1CCN(Cc2ccccc2)CC1 (stereo unspecified),7,3,-103,-3,1,6,3.3,10
CCOc1ncccc1C(=O)OCC(=O)NCc1ccc2c(c1)OCO2,-7,1,24,-5,-1,-27,0.7,-15
CCc1nnc(NC(=O)COc2ccc([N+](=O)[O-])cc2)s1,2,0,9,3,-1,12,-1.7,-12
NNC(=O)CSc1nnc(-c2ccccc2)n1-c1ccccc1,-13,-1,5,2,-6,-45,-1.4,10
COc1ccc(NC(=S)NCc2ccco2)cc1,4,3,4,8,-9,4,0.0,19
COc1cc(CNCc2ccccn2)ccc1OCc1c(Cl)cccc1Cl,-11,-11,13,5,-10,-16,0.8,8
CCCN=C1NC(=O)C(CC(=O)NCCc2ccccc2)S1 (stereo unspecified),6,-2,9,-1,-13,-3,-0.5,4
C=CCNc1nc(NCc2ccccc2)nc(OCC)n1,-7,-1,8,3,-4,3,-0.4,8
COc1ccccc1C(=O)N1CCN(C2CCN(Cc3ccccc3)CC2)CC1,2,3,11,-2,-1,-9,-1.0,-6
Cc1ccc(N=C2SC(C(=O)O)CC(=O)N2C)cc1C (stereo unspecified),5,0,10,1,-11,-4,-1.5,-3
CCOC(=O)N1CCc2c(sc(NC(=O)CN3CCOCC3)c2C(=O)Nc2ccccc2)C1,-8,1,-130,-15,-6,-3,-3.9,1
CC(Sc1nc2ccccc2s1)C(=O)NC1CCCc2ccccc21 (stereo unspecified),-3,1,11,36,-1,-22,2.7,-2
CC(NC(=O)C1CCCN(C(=O)N(C)C)C1)c1ccccc1 (stereo unspecified),2,2,17,-9,-10,-3,2.5,1
CSCCC(NC(=O)c1ccccc1)C(=O)N1CC=C(c2ccccc2)CC1 (stereo unspecified),-12,0,10,0,4,5,-0.9,-10
COc1ccc2nc(C)cc(NCCN3CCOCC3)c2c1,1,2,-36,2,-4,-8,3.0,9
Cc1cccc(N2CC(C)Cn3c2nc2c3c(=O)n(CC(=O)OCc3ccccc3)c(=O)n2C)c1 (stereo unspecified),0,0,-4,7,3,-7,-8.3,0
CC(C)C(NC(=O)c1ccco1)C(=O)NC1CCCCCC1 (stereo unspecified),3,1,14,7,0,-13,0.0,-13
Cc1ccc(CNC(=O)CCc2c(C)nc3ncnn3c2C)cc1,-7,-1,-12,8,2,0,-1.7,4
CCNC(=S)N(Cc1ccccc1)Cc1nc2ccccc2c(=O)[nH]1,0,10*,-249,-9,-9,-11,2.0,4
O=C(CCCC(=O)N(c1ccc2c(c1)OCCO2)C(C(=O)NC1CCCCC1)c1ccc(F)cc1)Nc1ccccn1 (stereo unspecified),0,-1,16,0,-2,-26,0.7,-14
CCN(CC)CCCNc1nc2cc(OC)c(OC)cc2c2nc(-c3cccnc3)nn12,-10,-1,-78,-7,4,5,-1.1,8
O=C(Nc1ccc(F)cc1)N1CCn2c(nc3ccccc32)C1,-6,2,3,-4,-8,0,-2.0,-2
CCOc1cc2[nH]c(=O)n(CCCCC(=O)NCc3ccco3)c(=O)c2cc1OCC,2,-1,-128,-5,0,-10,0.1,3
O=C(C=NNc1ccccc1)c1ccccc1,nt,-13,34,1,-5,nt,0.9,4
Cn1c(=O)n(CC(=O)NCc2cccnc2)c2ccccc21,2,0,9,-5,-2,-3,-1.8,-2
CCn1cc(CN2CCc3c([nH]c4ccccc34)C2c2cccc(OC)c2)c(C)n1 (stereo unspecified),7,0,-105,-10,3,4,-2.4,1
CCOP(=O)(c1ccc(N(C)C)cc1)C(O)c1ccccc1 (stereo unspecified),-11,0,3,2,4,0,-1.1,4
Cc1ccccc1OCC(=O)OCC(=O)N1CCCc2ccccc21,7,2,0,6,-1,9,0.2,12
CCOC(=O)n1c(SCC(N)=O)nc2ccccc21,-6,2,27,-12,-3,-6,-0.6,-2
COc1cc(Cn2ccnc2)c(OC)cc1Cn1ccnc1,-4,-1,14,18,-6,-17,-1.0,-5
O=C(CSc1nnc(CNc2ccc(F)cc2)o1)OC1CCCCC1,1,1,20,-2,0,-13,-0.7,-15
CCOC(=O)C1(Cc2cccc(OC)c2)CCCN(Cc2cc(OC)c(O)c(OC)c2)C1 (stereo unspecified),9,-5,7,-4,9,-10,0.8,26
Cc1ccccc1CN(c1ccc(C(=O)Nc2ccccc2C(=O)N2CCCC2)cc1)S(C)(=O)=O,-1,4,-21,-4,-3,4,0.7,-4

# 3 structures already listed, sorted by molar mass, low to high:
SMILES,SENP7 block,GRIN3A LBD mod,SENP8 block,ATG4B inh,HKDC1 inh,SENP6 block,MPTP block,PfG6PD inh
COc1cc(Cn2ccnc2)c(OC)cc1Cn1ccnc1,-4,-1,14,18,-6,-17,-1.0,-5
CCOP(=O)(c1ccc(N(C)C)cc1)C(O)c1ccccc1 (stereo unspecified),-11,0,3,2,4,0,-1.1,4
O=C(CSc1nnc(CNc2ccc(F)cc2)o1)OC1CCCCC1,1,1,20,-2,0,-13,-0.7,-15

# (continued)
SMILES,SENP7 block,GRIN3A LBD mod,SENP8 block,ATG4B inh,HKDC1 inh,SENP6 block,MPTP block,PfG6PD inh
CCOC(=O)NN1C(=O)c2ccccc2NC1c1cccc(O)c1 (stereo unspecified),4,2,-395,-7,-13,3,-0.3,-8
Fc1ccc(CSc2ccc3nnc(-c4cccnc4)n3n2)cc1,0,0,-117,-6,16,3,2.4,10
COc1cc(C(=O)NCc2nnc(SCC(=O)Nc3cccc(C(F)(F)F)c3)o2)cc(OC)c1OC,-3,-9,14,-13,-3,-12,0.1,0
COc1ccccc1CN1C(=O)CNC1=S,0,2,3,-10,-5,-15,0.2,5

# Reprinted at random: 7 records from the list.
SMILES,SENP7 block,GRIN3A LBD mod,SENP8 block,ATG4B inh,HKDC1 inh,SENP6 block,MPTP block,PfG6PD inh
CCn1cc(CN2CCc3c([nH]c4ccccc34)C2c2cccc(OC)c2)c(C)n1 (stereo unspecified),7,0,-105,-10,3,4,-2.4,1
CCOc1ncccc1C(=O)OCC(=O)NCc1ccc2c(c1)OCO2,-7,1,24,-5,-1,-27,0.7,-15
O=C(COC(=O)CSc1ccc2ccccc2c1Br)NC1CC1,-5,0,13,1,3,-12,4.0,2
COc1cc(CNCc2ccccn2)ccc1OCc1c(Cl)cccc1Cl,-11,-11,13,5,-10,-16,0.8,8
COc1cc(OC)cc(-c2nc3ccccc3s2)c1,91*,1,-63,-1,-6,4,-0.5,6
CCC(=O)c1ccc(OCC(=O)Nc2cc(S(=O)(=O)N3CCCCC3)ccc2OC)cc1,-7,-1,9,-21,-3,-2,-3.2,11
CC(=O)c1cccc(NC(=S)NC(=O)c2ccccc2)c1,-7,-1,31,7,-9,-2,-0.4,-9
